Screening data as filed in PubChem.
T cell HTS: modulates CD8 T cell binding to vesicles; hit rate 0.068% among 330,000; 2C CD8+ T cell-vesicle binding, flow cytometry; active compounds read low; AID 2052; calls only at 7 µM;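 active = response, share of CD8 T cells binding vesicles, and their 90th percentile fluorescence all below set limits, cut at about 80% in these data, passing the limit was not always enough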
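Assay system – 2C mouse CD8+ T cells · Also added – QL9-loaded Drosophila micro-vesicles · Timing – Cell–vesicle co-incubation 1.5 h at 37 °C, staining 20 min on ice · Signal – flow cytometry of vesicle-bound cells · Measure – percent CD8+ FL2 mean versus row control · Controls – Peptide-free naked vesicles (low) and QL9 vesicles with 0.7% DMSO vehicle (high)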
T cell HTS vesicle-bound %: second read-out of T cell HTS, no call of its own (marks repeat the call); double positive events, %; measured here: CD8+ vesicle-bound cell fraction;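 binding gate set so that unloaded-vesicle control wells show 10% double positive cells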
The depositor's hits bear a star; i = inactive. Only part of the results is shown; the hit share may differ from the screen's.

SMILES | T cell HTS | T cell HTS vesicle-bound %
CC1(C)C[C@H](O)[C@]2(CO)[C@H](O)C[C@]3(C)C(=CCC4[C@@]5(C)CC[C@H](O)C(C)(C)C5CC[C@]43C)[C@@H]2C1 (stereo partly specified) | i | 29.2
COc1ccc(C(=O)OCC(=O)NC2CCCCCCC2)cc1OC | i | 41.8
Cc1cc(S(=O)(=O)Nc2ccc(C(=O)N3CC(C)OC(C)C3)cc2)ccc1F (stereo unspecified) | i | 18.6
COc1ccc(C(=O)OCC(=O)NC(=O)NCc2ccccc2)cc1[N+](=O)[O-] | i | 23.7
C[C@@H]1O[C@@H](O[C@H]2[C@H](O)[C@@H](O)[C@H](Oc3c(-c4ccc(O)cc4)oc4cc(O)cc(O)c4c3=O)O[C@@H]2CO)[C@H](O)[C@H](O)[C@H]1O | i | 19.2
CC1(C)S[C@@H]2C(C(=O)OCc3ccccc3)NC(=O)N2C1C(=O)OCc1ccccc1 (stereo partly specified) | i | 17.4
O=C(O)c1ccc(Cl)c(S(=O)(=O)Nc2ccc(S(=O)(=O)N3CCCC3)cc2)c1 | i | 28.4
Cc1cccc(C(=O)NCC(=O)N2CCC2)c1 | i | 42.2
COc1cc(C(=O)Nc2cc(C)ccc2C)ccc1OCc1c(C)noc1C | i | 12.5
CC(C)Cn1cc(C(=O)NCCCN2CCC(C)CC2)c2c3ccccc3n(C)c2c1=O | i | 36.2
COc1ccc(NC(=O)CN(C)C(=O)c2cc3c(cc2Cl)N2CCCCCC2=NS3(=O)=O)cc1 | i | 40.2
CCN(CC)C(=O)c1ncn(C)c1C(=O)N(CC)CC | i | 7.3
CN(C)C(CNC(=O)c1cccc(NS(=O)(=O)c2ccc(Br)cc2)c1)c1ccco1 (stereo unspecified) | i | 30.1
CCN(CC)CCn1c2c(c(SCC(=O)Nc3nc4ccccc4s3)nc1=O)CCC2 | i | 36.2
COC(=O)c1ccccc1S(=O)(=O)NNC(=O)C12CC3CC(CC(C3)C1)C2 | i | 21.5
COc1cc2cc(CCCOC(=O)c3ccc(Br)cc3)oc(=O)c2cc1OC | i | 60.0
C[C@]12CCC[C@H](O1)c1c(cc3c(c1O)C(=O)c1c(O)cc(O)cc1C3=O)O2 | i | 35.1
COc1ccccc1NS(=O)(=O)c1ccc(C(=O)N2CCCCCCC2)cc1 | i | 19.2
CCc1noc(C)c1C(=O)Nc1nnc(C(CC)CC)s1 | i | 40.3
Cc1oc(-c2ccccc2)nc1C(=O)OCC(=O)NC(C)c1ccccc1 (stereo unspecified) | i | 8.6
COc1ccc(C(C)=O)cc1COC(=O)CCC(=O)c1cccs1 | i | 40.9
Cc1ccc(C)c(S(=O)(=O)N2CCCC2CNC(=O)C(=O)NCc2cccs2)c1 (stereo unspecified) | i | 32.8
CN1CCCC(OC(=O)c2cccc(Br)c2)C1 (stereo unspecified) | i | 55.9
Cc1ccc(S(=O)(=O)N2[C@@H](c3ccc(Cl)cc3)C(C(=O)O)=CC[C@H]2c2cccc(C)c2)cc1 | i | 13.4
CC1CCC(=NNC(=O)c2ccccc2-n2cccc2)CC1 (stereo unspecified) | i | 35.0
C=CC[C@H](CC(=O)N(CCO)Cc1ccccc1)C(=O)NC[C@H](OC(=O)[C@@H](CC=C)CC(=O)OC(C)(C)C)c1ccccc1 | i | 13.9
Cc1ccc(N2C(=O)c3ccccc3NC2c2ccccc2O)cc1 (stereo unspecified) | i | 41.3
CCN(CC(=O)Nc1ccccc1C(F)(F)F)C(=O)Cn1c(=O)cnc2ccccc21 | i | 35.1
N#Cc1ccc(NC(=O)COC(=O)c2cccnc2Cl)cc1 | i | 8.5
CC(C)=CCc1c(-c2ccc(O)cc2O)oc2cc3c(c(O)c2c1=O)C=CC(C)(C)O3 | i | 20.1
CN(C(=O)COC(=O)CN1C(=O)c2cccc([N+](=O)[O-])c2C1=O)c1ccccc1 | i | 8.0
NS(=O)(=O)c1ccc(CCNC(=O)COC(=O)Cc2ccc([N+](=O)[O-])cc2)cc1 | i | 30.0
O=C(NCC(=O)N1CCCC(C(F)(F)F)C1)c1ccc(Br)o1 (stereo unspecified) | i | 56.7
O=C1C=C(/C=C/c2ccccc2)C[C@@H](c2ccc3c(c2)OCO3)C1 | i | 10.6
O=C(O)c1ccc(CNC(=O)c2ccc(S(=O)(=O)N3CCCCC3)cc2)cc1 | i | 49.1
CN(CC(=O)Nc1ccccc1Br)CC(=O)Nc1ccccc1-c1ccccc1 | i | 25.3
O=[N+]([O-])c1ccc(CSc2ncnc3c2ncn3[C@@H]2O[C@H](CO)[C@@H](O)[C@H]2O)cc1 | i | 43.7
CCN(CC(=O)Nc1ccc(NC(C)=O)cc1)C(=O)/C=C/c1cn(-c2ccccc2)nc1-c1ccc(F)cc1 | i | 31.2
CC(=O)Nc1ccc(NC(=O)C(C)OC(=O)/C=C/c2ccc3c(c2)OCO3)cc1 (stereo unspecified) | i | 36.9
Clc1ccc(-c2cc(CN3CCCCC3)no2)cc1Cl | i | 34.6

The final 2 entries of the section above open the next one.
SMILES | T cell HTS | T cell HTS vesicle-bound %
CC(=O)Nc1ccc(NC(=O)C(C)OC(=O)/C=C/c2ccc3c(c2)OCO3)cc1 (stereo unspecified) | i | 36.9
Clc1ccc(-c2cc(CN3CCCCC3)no2)cc1Cl | i | 34.6
CC(Sc1n[nH]c(N)n1)C(=O)Nc1cccc2ccccc12 (stereo unspecified) | i | 34.4
COCCCNC(=O)CNC(=O)c1nn(-c2ccc(OC)cc2)c(=O)c2ccccc12 | i | 18.7
CN1CCN(S(=O)(=O)c2cccc(C(=O)Oc3ccc(C(C)(C)C)cc3)c2)CC1 | i | 23.0
N#CC1(NC(=O)COC(=O)c2cc(O)c3ccccc3c2O)CCCCC1 | i | 27.3
COC(=O)Cc1ccc(OC(=O)C2CCN(S(=O)(=O)c3ccc(OC)c(OC)c3)CC2)cc1 | i | 46.3
Cc1cccc(NC(=O)CN2CCN(C(=O)c3ccc(OCc4cn5ccccc5n4)cc3)CC2)c1C | i | 32.3
O=C(Nc1ccc2nc(N3CCOCC3)sc2c1)c1ccccc1 | i | 34.9
CC(C)(C)OC(=O)NCCCCCNC(=O)c1[nH]cnc1C(=O)Nc1ccon1 | i | 45.2
COc1cc(/C=N/NC(=O)c2cccc(S(=O)(=O)N3CCCC3)c2)cc(OC)c1O | i | 18.2
Nc1ccc(Sc2ccccc2)nc1 | i | 29.8
CCOC(=O)C1CCN(C(=O)COC(=O)c2nn(C)c(=O)c3ccccc23)CC1 | i | 29.4
C[C@@H]1NC(=O)[C@@]2(C)[C@@H](c3ccccc3)[C@H]3COc4ccc(Cl)cc4[C@@H]3N2C1=O | i | 51.5
CN(C)c1ccc(N2[C@@H](CC(=O)O)c3cc(C(F)(F)F)ccc3S2(=O)=O)cc1 | i | 13.1
O=C1O[C@H]([C@@H](O)CO)C(O)=C1O | i | 30.7
COc1cc(C(=O)NCC(=O)NCCN2C(=O)S/C(=C\c3ccccc3Cl)C2=O)cc(OC)c1OC | i | 53.9
CN(CC(=O)Nc1ccccc1Cl)C(=O)COC(=O)c1ccc([N+](=O)[O-])cc1Cl | i | 59.4
CCOc1ccc(NC(=O)CN(C)C(=O)c2sc3ccccc3c2Cl)cc1OCC | i | 33.3
CC(=O)c1ccc(NC(=O)CN2C(=O)NC3(CCc4ccccc43)C2=O)cc1 (stereo unspecified) | i | 50.0
COc1ccccc1OCCC(=O)OCC(=O)Nc1ccc2c(c1)OCO2 | i | 28.1
O=C(NCC1CCCO1)c1ccc(NC(=O)c2ccc(Br)cc2)cc1 (stereo unspecified) | i | 12.0

6 entries already listed, sorted by molecular weight, lowest first:
SMILES | T cell HTS | T cell HTS vesicle-bound %
CCc1noc(C)c1C(=O)Nc1nnc(C(CC)CC)s1 | i | 40.3
O=C1C=C(/C=C/c2ccccc2)C[C@@H](c2ccc3c(c2)OCO3)C1 | i | 10.6
COCCCNC(=O)CNC(=O)c1nn(-c2ccc(OC)cc2)c(=O)c2ccccc12 | i | 18.7
COc1cc(/C=N/NC(=O)c2cccc(S(=O)(=O)N3CCCC3)c2)cc(OC)c1O | i | 18.2
O=C(O)c1ccc(Cl)c(S(=O)(=O)Nc2ccc(S(=O)(=O)N3CCCC3)cc2)c1 | i | 28.4
CC1(C)C[C@H](O)[C@]2(CO)[C@H](O)C[C@]3(C)C(=CCC4[C@@]5(C)CC[C@H](O)C(C)(C)C5CC[C@]43C)[C@@H]2C1 (stereo partly specified) | i | 29.2

Later entries.
SMILES | T cell HTS | T cell HTS vesicle-bound %
O=S(=O)(Nc1cccc(S(=O)(=O)N2CCCCC2)c1)c1ccccc1F | i | 44.6
CC(=O)N1CCN(S(=O)(=O)c2cccc(C(=O)NC3CC3)c2)CC1 | i | 21.8
Cc1ccc(C)c(C(=O)OCC(=O)Nc2cccc(S(=O)(=O)N3CCCCC3)c2)c1 | i | 28.1
CC(C)(C)c1ccc(S(=O)(=O)N2CCN(C(=O)C3=COCCO3)CC2)cc1 | i | 43.4
COc1ccccc1C1NC(=O)CCC1[N+](=O)[O-] (stereo unspecified) | i | 43.2
O=C(Cc1cccs1)N1CCN(S(=O)(=O)c2cc(Cl)ccc2Cl)CC1 | i | 22.8
CCN1C(=O)[C@@H]2[C@@H](c3ccc(-c4ccc(Cl)c(Cl)c4)c(OC)c3)N3CCCC[C@@]3(C(=O)OC)[C@@H]2C1=O | i | 21.9
CN(C)C(CNC(=O)CCNS(=O)(=O)c1ccccc1C(F)(F)F)c1ccccc1 (stereo unspecified) | i | 36.4
Cc1c(N(C)CS(=O)(=O)O)c(=O)n(-c2ccccc2)n1C | i | 24.3
Cc1cc(C)cc(N(CCC#N)C(=O)CSc2nc3ccccc3c(=O)[nH]2)c1 | i | 44.1
Cc1ccc(Cn2c(C3CCCN3c3nc(-c4ccc(F)cc4)cs3)nc3cc(Cl)c(Cl)cc32)cc1 (stereo unspecified) | i | 23.2
Cc1ccc2c(c1)-n1c(nc3cc(F)ccc3c1=O)C(Cc1ccccc1)NC2=O (stereo unspecified) | i | 46.9
CSCCC(NC(=O)c1ccccc1Br)C(=O)N1CCCCCCC1 (stereo unspecified) | i | 44.3
CCOc1cc(C(=O)Nc2ccc(S(=O)(=O)Nc3onc(C)c3C)cc2)cc(OCC)c1OCC | i | 27.4
Cn1nnnc1SCC(=O)Nc1ncc(Cl)cc1Cl | i | 47.9
O=C(Cn1cnc2ccccc2c1=O)NNC(=O)c1ccccc1F | i | 10.5
Cc1cccc(C)c1NC(=O)C(=O)NCC1CCCN1S(=O)(=O)c1cccs1 (stereo unspecified) | i | 46.7
COc1cccc(NC(=O)CN(C)C(=O)CCNS(=O)(=O)c2ccc(C)cc2)c1 | i | 30.1
Cc1cc(CNC(=O)C2(C(F)(F)F)C/C(=C\CCO)CCCO2)nn1C (stereo unspecified) | i | 19.6
CC1Cc2ccccc2N1C(=O)COC(=O)c1ccc(Cl)c(S(=O)(=O)N2CCOCC2)c1 (stereo unspecified) | i | 9.0

An excerpt from above in order of their number in T cell HTS vesicle-bound %, highest first:
SMILES | T cell HTS | T cell HTS vesicle-bound %
Cc1ccc2c(c1)-n1c(nc3cc(F)ccc3c1=O)C(Cc1ccccc1)NC2=O (stereo unspecified) | i | 46.9
CSCCC(NC(=O)c1ccccc1Br)C(=O)N1CCCCCCC1 (stereo unspecified) | i | 44.3
CN(C)C(CNC(=O)CCNS(=O)(=O)c1ccccc1C(F)(F)F)c1ccccc1 (stereo unspecified) | i | 36.4
Cc1cc(CNC(=O)C2(C(F)(F)F)C/C(=C\CCO)CCCO2)nn1C (stereo unspecified) | i | 19.6

Carrying on:
SMILES | T cell HTS | T cell HTS vesicle-bound %
O=C(CN1C(=O)c2ccccc2C1=O)OCC(=O)N1CCN(c2ccccc2)CC1 | i | 29.8
COc1ccc(S(=O)(=O)Nc2ccc3c(c2)C(=O)N([C@H](C)CO)C[C@H](C)[C@@H](CN(C)S(=O)(=O)c2cccs2)O3)cc1 | i | 27.2
Cc1ccc(NC(=O)COC(=O)CN2CCCCCC2=O)cc1C | i | 25.8
O=C(Cc1c(F)cccc1Cl)N1CCN(S(=O)(=O)c2cccc(F)c2)CC1 | i | 31.6
COC(=O)[C@@](C)(O)C1(C(=O)SC(C)(C)C)CC1 | i | 26.9
CC1CC(C)(C)CC2(C1)NC(=O)N(CC(=O)N(Cc1ccccc1)c1ccccc1)C2=O (stereo unspecified) | i | 50.3
C[C@@H]1CCCCCCCCC(=O)OCCN(C(=O)OC(C)(C)C)[C@H](C)CCCCCCCCC(=O)OCCN(C(=O)OC(C)(C)C)[C@H](C)CCCCCCCCC(=O)OCCN1C(=O)OC(C)(C)C | i | 20.9
CCC(Oc1ccccc1)C(=O)Nc1cc(C(F)(F)F)ccc1N1CCOCC1 (stereo unspecified) | i | 44.1
CN(C)CCCn1c2c(c(SCC(=O)Nc3ccc4c(c3)OCO4)nc1=O)CCC2 | i | 60.1
CCN(CC(=O)NCc1cccs1)C(=O)c1ccc(C)o1 | i | 44.1
COc1ccc(NC(=O)CNC(=O)c2sc3ccccc3c2Cl)c(OC)c1 | i | 28.7
O=C(CN1CCOCC1)Nc1nc(-c2ccccc2)cs1 | i | 65.8
Nc1ccc(C(=O)N2CCN(S(=O)(=O)c3ccc4c(c3)OCCCO4)CC2)cc1[N+](=O)[O-] | i | 17.7
Cc1ccc(S(=O)(=O)NC(C)(C)C)cc1C(=O)OCC(=O)N1CCCC1=O | i | 48.9
COc1ccc(C2=NOC(Cn3nc(-c4ccccc4C)cc3C(=O)O)C2)cc1 (stereo unspecified) | i | 34.6
Cc1cc(C)c(NC(=O)CNC(=O)c2cc(C3CC3)nn2-c2ccccc2)c(C)c1 | i | 32.0
CCc1cc(C(=O)N(Cc2ccccc2)c2c(N)n(CCOC)c(=O)[nH]c2=O)sc1C | i | 42.0
Cc1cccc2c1Sc1ccc(Cl)cc1CC2N1CCNCC1 (stereo unspecified) | i | 40.3
CC1CCN(C(=O)c2cccc(S(=O)(=O)N3CCCc4ccccc43)c2)CC1 | i | 56.3
